Compound activity from PubChem.
Lamin A splicing: qHTS Assay for Modulators of Lamin A Splicing; Potency, µM (top dose mostly 46.1 µM), for the others: at the highest dose ratio change, negative = inhibition, usual class: inhibitors; HeLa LMNA splicing GFP/RFP minigene ratio, 48 h; AID 1487, 2009; actives 0.01% (n = 200,000); active means well fitted inhibition curve with a large enough effect in the signal ratio, with a control signal flat, not every such curve was filed as active; inconclusive means small, poorly fitted or top-dose-only effect, or effect the other way, or a change in a side signal; the % refers to the signal ratio; further: potency means the concentration at half of the fitted maximal effect; on the % scale 0 is the no-effect control and ±100 the full control effect
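S3 HeLa cells stably expressing lamin A-EGFP splicing minigene plus DsRed2, 600 cells/well, 48 h compound exposure at 37C. Laser-scanning cytometry; analysed as GFP (500-530 nm)/RFP (575-640 nm) total intensity ratio; 0.5% DMSO vehicle.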
NPSR antagonist: qHTS Assay for Antagonists of the Neuropeptide S Receptor: cAMP Signal Transduction | Q6W5P4 | CHO-NPSR cells, cAMP TR-FRET, antagonist mode | Potency, µM (titrated, usually from 38.3 µM), without a hit: at the highest dose activity change, negative = inhibition, hits mostly inhibitors | actives 1% (n = 220,000) | AID 1461, 2008; further: potency means the concentration at half of the fitted maximal effect; on the % scale 0 is the no-effect control and ±100 the full control effect; nearly all actives have a fitted effect of over 50% in size; many of its hits are not listed in these tables
Target sequence (Q6W5P4 whole entry, looked up): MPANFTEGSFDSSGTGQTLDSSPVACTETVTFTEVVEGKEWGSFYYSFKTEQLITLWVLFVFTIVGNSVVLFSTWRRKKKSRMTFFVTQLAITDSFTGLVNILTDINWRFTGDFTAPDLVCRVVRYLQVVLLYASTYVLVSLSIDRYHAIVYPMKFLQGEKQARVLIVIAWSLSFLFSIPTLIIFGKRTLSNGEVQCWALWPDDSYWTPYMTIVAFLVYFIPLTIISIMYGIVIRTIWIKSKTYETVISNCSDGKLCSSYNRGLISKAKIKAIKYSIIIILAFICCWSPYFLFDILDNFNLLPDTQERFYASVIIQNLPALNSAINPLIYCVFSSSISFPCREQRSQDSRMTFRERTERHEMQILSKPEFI
IMPase Li cell: qHTS Assay for Identifying the Cell-Membrane Permeable IMPase Inhibitors: Potentiation with Lithium. CHO-M1 cells, IP1 TR-FRET (IP-One), carbachol + lithium. Potency, µM (titrated, usually from 59.4 µM), for inactives: top-dose activity, negative = IMPase inhibition, most hits filed as inhibitors. actives 0.35% (n = 210,000);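 further: IP1 builds up when IMPase is blocked and the TR-FRET signal falls; potency means the concentration at half of the fitted maximal effect; plate controls were basal vehicle for no effect and high inhibitor control for full effect; nearly all actives have a fitted effect of over 50% in size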
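Test compounds were applied to CHO-M1 cells previously cultured for 16–30 h at 2000 per well. A small lithium amount accompanied them; after 30 min at 37C, IP1 was quantified by TR-FRET.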
HttQ103 aggreg: qHTS Multiplex Assay to Identify Dual Action Probes in a Cell Model of Huntington: Aggregate Formation (GFP); actives 1.1% (n = 220,000); PC12 HttQ103-GFP aggregates, Acumen cytometry, 40 h; Potency, µM (highest dose often 46.1 µM), for inactives: top-dose activity change, negative = inhibition, usual class: inhibitors; further: potency means the concentration at half of the fitted maximal effect; on the % scale 0 is the no-effect control and ±100 the full control effect; nearly all actives have a fitted effect of over 60% in size
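PC12/HTTQ103-GFP, ecdysone-inducible; teb 100 nM; cpd qHTS titration; GFP aggregates read on laser cytometer, Ex 488/Em 500-530 nm.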
Epigenetic reg: Quantitative High-Throughput Screen for Regulators of Epigenetic Control. actives 0.2% (n = 280,000). murine LDR cells, GFP reporter derepression, 30 h. Potency, µM (titrated, usually from 53.9 µM), for the others: at the top dose GFP activation, most hits filed as activators; further: potency means the concentration at half of the fitted maximal effect; % of control where 0% means no effect; nearly all actives have a fitted effect of over 60% in size
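Derepression of a silenced CMV-GFP reporter in murine LDR cells is scored by enumerating GFP-positive cells with a laser-scanning microplate cytometer after 30 hours of treatment at 37 C.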
KinaseGlo FLuc: Counterscreen for Luciferase (Kinase-Glo TM) Inhibition; Luciferin 4-monooxygenase (Photuris pensylvanica), Q27757; Kinase-Glo luciferase, ATP luminescence, 8 min; Potency, µM (series often up to 38.3 µM), without a hit: top-dose activity change, negative = inhibition, hits mostly inhibitors; actives 0.28% (n = 200,000); AID 1379, 2008; further: potency means the concentration at half of the fitted maximal effect; on the % scale 0 is the no-effect control and ±100 the full control effect; nearly all actives have a fitted effect of over 60% in size
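Inhibition of Kinase-Glo luciferase light generation was assessed at 10 uM ATP in pH 7.2 imidazole buffer, with luminescence measured after eight minutes at ambient temperature.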
CBFb-RUNX1 inh: qHTS Assay for Compounds Blocking the Interaction Between CBF-beta and RUNX1 for the Treatment of Acute Myeloid Leukemia; Potency, µM (top dose mostly 59.8 µM), without a hit: at the highest dose activity, negative = inhibition, usual class: inhibitors; 230,000 tested, under 10 active; Runt-related transcription factor 1 (Homo sapiens) + Core-binding factor subunit beta …; AlphaScreen CBFb-His/RUNX1-biotin binding, biochemical; AID 1477, 2009; further: % of control where 0% means no effect
Target sequence (Q01196 whole entry, looked up): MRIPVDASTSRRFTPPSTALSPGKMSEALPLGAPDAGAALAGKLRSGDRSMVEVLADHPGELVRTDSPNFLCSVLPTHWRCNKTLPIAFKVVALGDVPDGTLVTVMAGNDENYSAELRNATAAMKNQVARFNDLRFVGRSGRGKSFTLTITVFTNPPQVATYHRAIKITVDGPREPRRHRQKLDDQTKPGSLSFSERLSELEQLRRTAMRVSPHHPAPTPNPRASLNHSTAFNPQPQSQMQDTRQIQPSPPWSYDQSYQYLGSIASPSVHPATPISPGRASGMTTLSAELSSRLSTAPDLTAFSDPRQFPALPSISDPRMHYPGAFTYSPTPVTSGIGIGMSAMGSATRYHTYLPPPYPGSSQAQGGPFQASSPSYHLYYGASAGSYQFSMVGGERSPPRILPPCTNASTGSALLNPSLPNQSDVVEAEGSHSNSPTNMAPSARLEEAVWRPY
Target sequence (Q13951 whole entry, looked up): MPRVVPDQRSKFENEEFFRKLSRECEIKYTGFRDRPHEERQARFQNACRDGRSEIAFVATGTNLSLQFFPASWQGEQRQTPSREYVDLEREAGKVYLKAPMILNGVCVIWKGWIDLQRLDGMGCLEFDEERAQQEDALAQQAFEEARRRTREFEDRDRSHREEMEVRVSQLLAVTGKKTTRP
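Read-out: AlphaScreen. Format: His-CBF-beta with biotinylated RUNX1 (30 nM each) preincubated 20 min, compound 15 min, Ni-chelate plus streptavidin beads 90 min; room temperature throughout.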
* = called active by the depositor; ? = inconclusive; . = no result given; & = joins results of further samples; [ ] = another dose, or the depositor's remark. Unless noted, the call rests on the fitted dose curve; in most records, active means well fitted curve in the direction sought with a large enough effect; inconclusive means small, poorly fitted or top-dose-only effect, or another doubt; inactive means no such curve, though single readings can be large; an effect the other way counts as inactive or inconclusive.

SMILES | Lamin A splicing | NPSR antagonist | IMPase Li cell | HttQ103 aggreg | Epigenetic reg | KinaseGlo FLuc | CBFb-RUNX1 inh
Cc1ccc2c(c1)C(=O)CC1(CCCC1)O2 | . | 12.0% | . | -35.9%[9.22 µM] | -2.3% | . | 7.8%
CCOC(=O)C(/C(C)=N/NC(=O)c1ccccc1[N+](=O)[O-])C(C)C (configuration not stated) | 10.4% | -3.2%[46.1 µM] | . | -9.2% | -1.0% | . | 2.9%
C/C(=N/NC(=O)CNC(=O)Cc1ccccc1)c1ccc(Cl)cc1 | . | -8.4% | . | 5.0%[9.22 µM] | -1.0% | . | 0.7%
COc1ccc(NC(=O)C2CCCN(S(=O)(=O)c3cccnc3)C2)cc1 (configuration not stated) | ? | -1.6%[46.1 µM] | -9.3%[38.3 µM] | 1.5% | -0.3% | 1.1% | 1.5%
COc1ccc(-c2nnc(SCC(=O)NC(C)c3ccccc3)o2)cc1OC (configuration not stated) | ? | -18.1%[46.1 µM] | -6.2%[38.3 µM] | -17.8% | 4.2% | -6.1% | 0.2%
NC(=O)C1(N2CCCCC2)CCN(C(=S)Nc2ccc(Cl)cc2)CC1 | 10.6% | -2.5%[46.1 µM] | -14.2%[38.3 µM] | 3.3% | -2.1% | -1.1% | 3.1%
CCN(CC)CCCN1C(=O)C(O)=C(C(=O)c2sc(C)nc2C)C1c1ccco1 (configuration not stated) | 4.6% | -23.9%[46.1 µM] | -22.6%[38.3 µM] | 7.9% | -2.0% | -1.1% | -4.0%
O=C(CN1c2ccccc2Sc2ccccc21)NNC(=O)Nc1ccc(Cl)cc1 | . | -58.0% | . | 6.6%[9.22 µM] | 2.1% | . | 0.6%
Cc1ccccc1OCC(=O)Nc1nnc(-c2ccncc2)s1 | . | 29.1% | . | 7.8%[9.22 µM] | -1.3% | . | 2.7%
N#Cc1ccc(/C=C(\C(=O)C(=O)O)c2ccc3ccccc3n2)cc1 | . | -21.0% | . | -7.6%[9.22 µM] | 9.2% | . | 22.2%
CCC1C(=O)N=C(SCC(=O)Nc2nc3ccccc3s2)NC1=O (configuration not stated) | . | 18.8% | -6.1% | -17.7% | 2.3% | 0.2% | 3.9%
O=C(Cc1ccccc1)CC1(O)C(=O)Nc2ccccc21 (configuration not stated) | 0.2% | -5.7%[46.1 µM] | 18.3%[38.3 µM] | -3.9% | -1.1% | -0.7% | 14.7%
CC(=O)c1c(N2CCN(Cc3ccc4c(c3)OCO4)CC2)nc(=S)n(-c2ccccc2)c1C | -4.8% | -14.3%[46.1 µM] | 19.1%[38.3 µM] | -27.4% | 5.3% | 0.8% | 13.4%
Cc1cc(-c2cccnc2)c(C#N)c(SCc2cccc(F)c2)n1 | 3.3% | ? | 13.6%[38.3 µM] | 7.5% | -0.3% | 1.8% | 7.0%
Cc1nc2cc3nc(C)sc3cc2s1 | -5.7% | 7.6%[46.1 µM] | -11.3%[38.3 µM] | 6.7% | -1.9% | -15.9% | 0.0%
CCN(C(=O)Cc1c(C(=O)O)[nH]c2ccccc12)c1ccc(OC)cc1 | -17.4%[46 µM] | -2.1% | 4.0% | 12.0% | -2.2%&1.1% | 4.4% | -4.7%
Cc1oc2ccc(NS(=O)(=O)c3cccc4cccnc34)cc2c1C(=O)OC(C)C | ? | -19.3% | 5.4% | 24.0% | -1.1% | 4.6% | -6.6%
CC(Oc1ccc(Br)cc1)C(=O)NCc1ccccn1 (configuration not stated) | 9.6%[46 µM] | 8.1% | 0.5% | 13.1% | 5.8% | 2.0% | -4.8%
NS(=O)(=O)c1ccc(CCNC(=O)CCCCCn2c(=S)[nH]c3ccc(Br)cc3c2=O)cc1 | . | -30.4% | -11.8% | 19.2% | 0.9% | 1.1% | 10.6%
CCOC(=O)C(C)Sc1nc2c(c(=O)[nH]c(=O)n2C)n1CCc1ccccc1 (configuration not stated) | -2.4% | -24.4%[46.1 µM] | 0.5%[38.3 µM] | ? | 1.9% | -5.5% | -4.7%
Cn1c(SCC(=O)c2ccc(F)cc2)nnc1-c1cccnc1 | . | 15.5% | -0.2% | -7.1% | -0.4% | 2.5% | 3.2%
COc1ccccc1N1CCN(C(=O)c2ccc([N+](=O)[O-])s2)CC1 | -19.4% | 8.4%[46.1 µM] | . | 18.6% | -0.9% | . | -8.1%
Cc1ccc(S(=O)(=O)N2CCC(O)(c3cccnc3)CC2)cc1 | -1.6% | -13.0%[46.1 µM] | 54.0%[activator][38.3 µM] | -9.7% | -5.5% | 2.1% | -6.4%
COc1cccc(C(=O)Nc2ccc(NC(=O)c3ccco3)nc2)c1 | -4.0% | 1.5%[46.1 µM] | -23.2%[38.3 µM] | 15.6% | -1.9% | -6.9% | 7.0%
Cc1cccc(NC(=O)CCn2nc(C)cc2C)c1 | 12.1% | 12.0%[46.1 µM] | -3.9%[38.3 µM] | 10.5% | 1.4% | 2.8% | 7.7%

Carrying on.
SMILES | Lamin A splicing | NPSR antagonist | IMPase Li cell | HttQ103 aggreg | Epigenetic reg | KinaseGlo FLuc | CBFb-RUNX1 inh
CCCC(=O)NCc1nc2ccccc2n1C | 3.8% | -10.4%[46.1 µM] | 19.6%[38.3 µM] | -12.0% | 5.7% | 3.1% | 2.0%
O=C1CCCCC1C(O)c1ccc(Cl)cc1 (configuration not stated) | . | 21.7% | . | -9.8%[9.22 µM] | -1.9% | . | 5.6%
CC(C)(C)C(=O)Nc1nc2c(s1)CN(Cc1ccccc1)CC2 | -26.9%[46 µM] | -27.2% | 11.4% | -10.9% | -1.5% | 0.5% | -19.3%
O=C(/C=C/c1ccc(S(=O)(=O)N2CCOCC2)cc1)NC(=S)Nc1ccc(N2CCOCC2)cc1 | ? | -7.4% | -2.9% | 18.3% | -1.5% | -2.1% | -13.2%
Nc1cc(=O)[nH]n1C1CCCC1 | -9.8%[9.22 µM] | 12.8% | -3.3% | 20.2% | 4.5% | 1.7% | 5.7%
CC1CCCN(c2ccc(C(=O)Nc3nnc(C4CC4)s3)cc2[N+](=O)[O-])C1 (configuration not stated) | 3.5% | -22.8% | -11.2% | -1.0% | -0.4% | -1.1% | -16.6%
O=C(N/C(=C\c1ccccc1Cl)C(=O)N1CCOCC1)c1ccc([N+](=O)[O-])cc1 | . | 6.4% | -6.1% | -8.6% | 1.2% | 5.6% | -12.3%
c1ccc2c(CSc3nnc(-c4ccncc4)o3)cccc2c1 | 12.0% | ? | 27.2%[38.3 µM] | -24.6% | 1.6% | -3.9% | 6.8%
CCOC(=O)C(C)(C)n1nnc(-c2ccc([N+](=O)[O-])cc2)n1 | . | -0.2% | 6.4% | -5.6%[9.22 µM] | -0.1% | -2.0% | 0.9%
Cc1cc(Nc2ccc3c(c2)OCCO3)n2nc(C)nc2n1 | -4.0% | -1.1%[46.1 µM] | -0.6%[38.3 µM] | 3.1% | 9.5% | -7.5% | -1.1%
O=C(O)C1CCCN1S(=O)(=O)c1ccc(Br)s1 (configuration not stated) (tested in a mixture with another compound) | -14.1% | -8.0%[46.1 µM] | 5.9% | 7.4% | -7.3% | 11.2% | 10.9%
Cc1nc(COc2cccc(Cl)c2)sc1C(=O)/C=C/N(C)C | . | -7.3% | . | -32.9%[9.22 µM] | 0.0% | . | -1.6%
Cc1ccc(S(=O)(=O)n2nc(OC(=O)c3cccs3)cc2N)cc1 | 10.5% | -3.3%[46.1 µM] | 17.4%[38.3 µM] | 3.6% | ? | -0.1% | -2.0%
CCOC(=O)c1cc(C(=O)c2cc(F)ccc2O)coc1=N | -6.5% | 4.6%[46.1 µM] | 1.2%[38.3 µM] | 5.9% | 0.0% | -3.6% | 3.9%
Cc1ccc2c(c1)c1c(n2CC(O)CN2CCCCC2C)CCCC1 (configuration not stated) | . | -10.7% | . | 7.7%[9.22 µM] | -1.3% | . | -1.6%
O=C(c1ccc(N2CCNCC2)cc1)c1cccnc1 | 5.6% | -23.9%[46.1 µM] | -12.9%[38.3 µM] | 6.6% | -0.7% | 1.3% | -0.6%
NS(=O)(=O)c1ccc2nc(NC(=O)c3ccncc3)sc2c1 | . | 10.1% | -9.2% | 5.9% | 2.6% | . | 4.1%
CCc1ccc(-c2c(C)sc(NC(=O)C3CCC3)c2C#N)cc1 | -8.9% | -4.9% | ? | 0.9% | 4.2% | 1.1% | -4.0%
Cc1ccc(NC(=O)CSc2ccc(-c3ccccn3)nn2)cc1 | ? | -3.4% | -9.4% | ? | 2.6% | -0.2% | ?
COc1ccc([N+](=O)[O-])cc1NC(=S)NC(NC(=O)C(c1ccccc1)c1ccccc1)C(Cl)(Cl)Cl (configuration not stated) | ? | -17.8%[46.1 µM] | 30.9%[activator][38.3 µM] | ? | 1.1% | -4.2% | -17.9%
COc1ccc(C(=O)n2nc(-c3ccccc3)nc2SC)cc1 | 2.4% | -21.6%[46.1 µM] | -19.6%[38.3 µM] | -4.3% | -3.2% | -2.2% | 0.4%
CCN(C(=O)CSc1nnc(Cn2nnc3ccccc32)o1)c1nc(-c2ccccc2)cs1 | ? | -10.7%[46.1 µM] | 1.7%[38.3 µM] | ? | -1.5% | -1.4% | -2.0%
O=C(C[n+]1ccccc1)N/N=C/c1ccccc1F | 15.9%[9.22 µM] | 14.8% | 9.0% | -7.3% | -3.1% | -1.3% | -3.9%
COc1ccccc1-c1nnc(SCC(=O)N2CCC(C)CC2)o1 | -1.9% | -4.9%[46.1 µM] | -2.8%[38.3 µM] | -13.6% | -1.5% | -3.0% | 19.3%
CC1CCN(S(=O)(=O)c2ccc(NC(=O)c3cccs3)cc2)CC1 | ? | -21.5%[46.1 µM] | 3.9%[38.3 µM] | ? | -1.3% | 0.0% | 3.3%
O=C(c1ccccc1)n1ccc(-c2cnc(-c3ccccc3)s2)n1 | 8.0% | -22.0%[46.1 µM] | 8.9%[38.3 µM] | -15.5% | -2.4% | -1.8% | 10.6%

For reference, 2 of the compounds above:
SMILES | Lamin A splicing | NPSR antagonist | IMPase Li cell | HttQ103 aggreg | Epigenetic reg | KinaseGlo FLuc | CBFb-RUNX1 inh
O=C(CN1c2ccccc2Sc2ccccc21)NNC(=O)Nc1ccc(Cl)cc1 | . | -58.0% | . | 6.6%[9.22 µM] | 2.1% | . | 0.6%
Cc1ccccc1OCC(=O)Nc1nnc(-c2ccncc2)s1 | . | 29.1% | . | 7.8%[9.22 µM] | -1.3% | . | 2.7%

A portion of the library; rates above refer to the full screens.
